Screening results as filed in PubChem BioAssay.
POLK inh = inhibitors of human DNA polymerase kappa; purified Pol kappa, fluorescent DNA synthesis assay, 10 min; Potency, µM (doses to about 107 µM), for inactives: at the top dose activity, negative = inhibition, actives largely listed as inhibitors; 0.53% of 400,000 active; AID 588579
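Inhibition of 10 nM Pol kappa is measured by a fluorescent read-out at 0 and 10 min following addition of 50 nM substrate (final), with a 15-min room-temperature compound preincubation.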
Apoferritin bind = binds horse apoferritin like a general anesthetic | P02791 | apoferritin/1-aminoanthracene competitive binding, fluorescence | Potency, µM (doses to about 77.5 µM), inactives show top-dose activity change, negative = displacement, most hits filed as inhibitors | 0.074% of 350,000 active; also: nearly all actives have a fitted effect of over 20% in size
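10 uM apoferritin + 50% sat. 1-AMA, PBS; cpd 10 min RT; Ex380/Em535 endpoint; normalized to free probe vs complex; 4-param Hill fit; propofol titration as pos. ctrl.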
BLM inh = blocks DNA unwinding by human BLM helicase | P54132 | recombinant BLM DNA unwinding, fluorescence dequenching | Potency, µM (highest dose often 56.1 µM), for inactives: at the top dose activity change, negative = inhibition, hits mostly inhibitors | 0.2% of 350,000 active;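 also: plate controls were vehicle for no effect and no enzyme for full effect; nearly all actives have a fitted effect of over 35% in size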
* hit, by the source's call; [ ] = dose if it differs, or a comment. Calls follow the shape of the dose curve; as a rule, active = well fitted curve in the direction sought with a large enough effect; inconclusive = small, poorly fitted or top-dose-only effect, or another doubt; inactive = no such curve, though single readings can be large; an effect the other way counts as inactive or inconclusive. Unless noted, % is scaled to controls: 0 for no effect and ±100 for the full control effect; potency is read from the fitted curve at half-maximal effect.

SMILES	POLK inh	Apoferritin bind	BLM inh
C[C@H](CCC(=O)O)[C@H]1CC[C@@H]2[C@@H]3[C@@H](O)C[C@H]4C[C@@H](O)CC[C@@]4(C)[C@H]3CC[C@@]21C	-4%[19.4 µM]	-6%[29.3 µM]	-10%[21.4 µM]

The list is partial (hit frequency here may not be typical).
